Bioassay records (PubChem)
Abs 340nm: compounds absorbing at 340 nm; compound absorbance at 340 nm, fold over control; 65,000 tested, under 10 active; fold change at 10 µM;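 active means at 10 µM dose, initial 340 nm absorbance at least 2 fold that of control wells; inactive means change under 2 fold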;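 further: initial absorbance extrapolated from kinetic A340 decline of NADH oxidation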
FXIa inh mix: blocks human factor XIa in pooled compound mixtures. P03951. purified FXIa, fluorogenic substrate. inhibition, % at 5 µM. 62,000 tested, 0.19% active;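 further: each value is inhibition by a whole ten-compound pool holding the compound; 0% = enzyme with no mixture and 100% = wells lacking enzyme; strong numbers were not always called active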
JNK3 blocker: blocks human JNK3 kinase activity. AID 746. purified JNK3 kinase activity, HTS. P53779. inhibition, % at 8 µM. 60,000 tested, 0.61% active; in the data active means inhibition above about 17%;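 further: 0% = DMSO and 100% = reference inhibitor; many of its hits are not listed in these tables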
Target sequence (P53779 whole entry, looked up): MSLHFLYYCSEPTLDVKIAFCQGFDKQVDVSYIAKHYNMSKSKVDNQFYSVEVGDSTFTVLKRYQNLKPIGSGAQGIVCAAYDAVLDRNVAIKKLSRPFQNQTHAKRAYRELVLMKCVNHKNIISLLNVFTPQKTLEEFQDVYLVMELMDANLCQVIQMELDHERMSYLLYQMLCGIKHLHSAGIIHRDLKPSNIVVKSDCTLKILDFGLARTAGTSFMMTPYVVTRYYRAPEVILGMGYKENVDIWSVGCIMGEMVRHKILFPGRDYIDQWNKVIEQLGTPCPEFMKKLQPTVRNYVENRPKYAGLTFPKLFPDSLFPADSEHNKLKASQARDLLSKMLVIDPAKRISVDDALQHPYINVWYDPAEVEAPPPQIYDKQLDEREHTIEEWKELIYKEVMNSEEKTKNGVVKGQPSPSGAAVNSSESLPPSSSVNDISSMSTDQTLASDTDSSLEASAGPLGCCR
FXIIa mix inh: factor XIIa (human) inhibition, mixture screen; P00748; purified FXIIa, fluorogenic substrate, pooled mixtures; inhibition, % at 5 µM; 62,000 tested, 0.2% active; AID 684;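 further: 0% = enzyme without compound and 100% = no enzyme blank; some results filed as inactive read as strong as hits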
Target sequence (P00748 20-372 limits assumed): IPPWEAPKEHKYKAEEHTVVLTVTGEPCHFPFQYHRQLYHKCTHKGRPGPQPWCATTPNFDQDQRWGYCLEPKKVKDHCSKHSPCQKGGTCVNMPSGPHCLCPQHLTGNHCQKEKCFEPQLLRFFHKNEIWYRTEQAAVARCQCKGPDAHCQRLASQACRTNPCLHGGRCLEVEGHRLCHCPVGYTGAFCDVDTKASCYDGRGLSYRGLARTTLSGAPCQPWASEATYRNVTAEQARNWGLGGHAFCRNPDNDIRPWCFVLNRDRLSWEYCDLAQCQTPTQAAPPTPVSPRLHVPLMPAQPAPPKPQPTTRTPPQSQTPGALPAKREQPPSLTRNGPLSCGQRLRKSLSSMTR
Target sequence (P00748 373-615 limits assumed): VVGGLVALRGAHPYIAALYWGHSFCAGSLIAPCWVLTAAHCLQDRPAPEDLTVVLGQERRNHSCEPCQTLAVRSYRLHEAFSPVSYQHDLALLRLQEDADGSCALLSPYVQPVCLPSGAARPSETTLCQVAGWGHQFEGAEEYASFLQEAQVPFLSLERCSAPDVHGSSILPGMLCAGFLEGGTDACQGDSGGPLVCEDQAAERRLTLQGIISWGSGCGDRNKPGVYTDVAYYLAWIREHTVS
Cdc25B block: inhibitors of human Cdc25B phosphatase; recombinant Cdc25B, OMFP fluorescence Ex485/Em525; inhibition, %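 (compounds tested at 10 µM final in the well)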; P30305; 65,000 tested, 0.1% active; in the data active means inhibition above about 50%
Hsp90 block: displaces geldanamycin probe from tumor Hsp90; 64,000 tested, 0.35% active; inhibition, % at 30 µM; NCI-N417 lysate Hsp90, Cy3B-geldanamycin FP displacement; P07900; AID 429;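 active means inhibition above 50%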;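 further: 0% = tracer plus lysate wells and 100% = tracer alone without lysate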
AP complement: alternative pathway complement inhibition, orthogonal assay | Human serum alternative complement pathway, LPS-coated ELISA, C3 deposition; tested in compound mixtures | inhibition, % at 5 µM | 62,000 tested, 0.08% active;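 active means inhibition above 30% in each of the two pooled mixtures holding the compound, so the lower value exceeds 30%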;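 further: 0% = serum in Mg-EGTA without compound and 100% = EDTA serum blank; some compounds past the cut are filed as inactive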
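Test system: human serum complement alternative pathway, C3 deposition onto LPS / Medium: Mg2+-EGTA GVB++ buffer containing human serum at 1:15 dilution / Probe or stimulus: Plate-bound LPS / Times: 1 h at 37 °C / Signal: ELISA with HRP anti-human C3 antibody, TMB substrate, absorbance 450 nm / Measure: percent inhibition / Repeats: two pool placements per compound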
DUSP1 inh: human dual specificity phosphatase 1 inhibition; 65,000 tested, 0.15% active; P28562; AID 374; recombinant MKP-1, OMFP hydrolysis fluorescence; inhibition, %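 (compounds tested at a single concentration somewhere between 10 and 100 µM)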;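 active means inhibition above about 50%, limit read from the data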;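 further: 0% = DMSO max control wells and 100% = wells with enzyme stopped by NaOH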
MMP-13 inhibitor: inhibitors of human MMP13; P45452; MMP-13 fTHP FRET cleavage, Mca fluorescence; inhibition, % at 4 µM; 65,000 tested, 0.07% active; AID 570;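 active means inhibition above the mean of compound-free control plate wells plus 3 SD, cut at about 14% in these data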;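 further: 0% = DMSO wells and 100% = wells with reference MMP-13 inhibitor after basal subtraction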
Starred values were filed as active, the others as inactive; nt = no result given; & = joins results of further samples; [ ] = another dose, or the depositor's remark. Unless noted, no stated cut-off is given here; in the data, active means inhibition above about 20% (passing the limit was not always enough); inactive means the rest.

Start of the listing, in advance, 6 compounds:
entry	SMILES	Abs 340nm	FXIa inh mix	JNK3 blocker	FXIIa mix inh	Cdc25B block
1	CN1CCN(C(=O)c2ccc3c(=O)n(Cc4ccc(Cl)cc4)c(=S)[nH]c3c2)CC1	1	-1	nt	-5	-15
2	N#CC1=C(N)Oc2n[nH]c(CSc3ccccc3)c2C12C(=O)Nc1ccccc12 (stereo not given)	1	6	12	3	-7
3	CCCCOC(=O)C1=C(C)Nc2ncnn2C1c1ccc(OCC)c(OC)c1 (stereo not given)	1	10	-3	10	3
4	Cc1cc(NC(=O)C2(c3ccccc3)CCCC2)no1	1	nt	1	nt	-10
5	COC(=O)c1ccc(Cl)c(NC(=O)CN2CCN(Cc3ccccc3)CC2)c1	1	0	4	15	-21
6	CCC(C)C(NC(=O)OC(C)(C)C)C(=O)NC(C(=O)N1CCCC1C(N)=O)C(C)CC (stereo not given)	1	-2	11	0	-6

entry	Hsp90 block	AP complement	DUSP1 inh	MMP-13 inhibitor
1	-3	0	12	1
2	-11	4	3	2
3	0	13	25	1
4	-6	nt	7	4
5	-4	-4	1	0
6	-3	9	12	-1

The listing, previewed entries included:
entry	SMILES	Abs 340nm	FXIa inh mix	JNK3 blocker	FXIIa mix inh	Cdc25B block
1	CN1CCN(C(=O)c2ccc3c(=O)n(Cc4ccc(Cl)cc4)c(=S)[nH]c3c2)CC1	1	-1	nt	-5	-15
2	N#CC1=C(N)Oc2n[nH]c(CSc3ccccc3)c2C12C(=O)Nc1ccccc12 (stereo not given)	1	6	12	3	-7
3	CCCCOC(=O)C1=C(C)Nc2ncnn2C1c1ccc(OCC)c(OC)c1 (stereo not given)	1	10	-3	10	3
4	Cc1cc(NC(=O)C2(c3ccccc3)CCCC2)no1	1	nt	1	nt	-10
5	COC(=O)c1ccc(Cl)c(NC(=O)CN2CCN(Cc3ccccc3)CC2)c1	1	0	4	15	-21
6	CCC(C)C(NC(=O)OC(C)(C)C)C(=O)NC(C(=O)N1CCCC1C(N)=O)C(C)CC (stereo not given)	1	-2	11	0	-6
7	O=C(Nc1ccc(Cl)cc1)C(c1ccccc1)N(CCO)CCO (stereo not given)	1	4	nt	0	-7
8	Cc1ccc(C(=O)COC(=O)c2cnccn2)cc1	1	1	-4	4	1
9	CCCCCC1CC(=O)N(Cc2ccccc2)C(=O)N1 (stereo not given)	0.99	8	1	5	7
10	COc1ccccc1N1CCN(c2cc(=O)n(Cc3ccc(F)cc3)c(=O)[nH]2)CC1	0.98	15	9	1	-3
11	O=C(C(c1ccccc1)c1ccccc1)N1CCN(Cc2ccccn2)CC1	1.1	2	-3	6	-2
12	CC(=O)NC12CC3CC(C1)CC(C(=O)OCC(=O)c1ccc4c(c1)OCCO4)(C3)C2	1	5	3	7	-7
13	N=c1c(S(=O)(=O)c2ccccc2)cc2c(=O)n3ccccc3nc2n1Cc1ccco1	1	-13	2	10	8
14	CC(C)c1nnc(SCC(=O)NCc2ccco2)n1C	0.99	-3	-1	3	-7
15	CCOC(=O)Cc1csc(NC(=O)CCS(=O)(=O)Cc2ccccc2)n1	1	2	0	-8	-3

entry	Hsp90 block	AP complement	DUSP1 inh	MMP-13 inhibitor
1	-3	0	12	1
2	-11	4	3	2
3	0	13	25	1
4	-6	nt	7	4
5	-4	-4	1	0
6	-3	9	12	-1
7	-1	25	8	5
8	-2	2	10	4
9	1	10	24	6
10	-2	3	-6	4
11	-1	7	-12	-2
12	-5	20	26	4
13	-3	9	34	-404[fluorescence artefact?]
14	2	5	5	-1
15	-9	2	-5	3

Next records follow.
entry	SMILES	Abs 340nm	FXIa inh mix	JNK3 blocker	FXIIa mix inh	Cdc25B block
16	O=C(NCCOC(=O)c1ccc(S(=O)(=O)N2CCOCC2)cc1)c1cccnc1	1	6	nt	3	-10
17	CCC(C)C1C(C#N)=C(N)Oc2n[nH]c(-c3ccccc3)c21 (stereo not given)	1	2	5	4	-5
18	COc1cc(C(=O)NCC(=O)n2nc(C)cc2C)cc(OC)c1OC	1.1	nt	-6	nt	12
19	COc1ccc2[nH]c(=O)c(CN(Cc3ccco3)C(=O)c3ccccc3)cc2c1	1.1	6	-1	7	-1
20	CCOc1ccc(N=Cc2c(O)cc(C)oc2=O)cc1	1.1	29	-6	3	5
21	N#Cc1c2c(c(NCCN3CCOCC3)n3c1nc1ccccc13)CCCC2	0.99	2	-1	2	-9
22	O=C(C1CCC1)N1CCc2cc(S(=O)(=O)N3CCN(c4ccccn4)CC3)ccc21	0.99	1	-2	-12	-6
23	CCOc1ccc(OCC)c(NC(=O)C2CCCN(S(=O)(=O)c3c(C)noc3C)C2)c1 (stereo not given)	0.99	-5	3	3	5
24	CS(=O)(=O)N1CCN(C(=O)NC23CC4CC(CC(C4)C2)C3)CC1	1	-8	1	-9	-12
25	CCCN(Cc1cc2cccc(C)c2[nH]c1=O)C(=O)c1cccc(OC)c1	1	10	3	4	7
26	CCn1nc(C)c(Oc2ccccc2O)c1C	0.98	10	-12	2	-3
27	CCOc1ccc(C(=O)COC(=O)CC)cc1	1	4	nt	12	4
28	COC(=O)C(Cc1ccc(O)cc1)NC(=O)C(C)Oc1ccccc1 (stereo not given)	1	6	0	5	-10
29	COc1ccc(C)cc1S(=O)(=O)N(CC(=O)O)c1ccc(C)cc1	1.1	0	-4	4	-4
30	O=C(CC1Oc2ccccc2NC1=O)NCCCN1CCN(Cc2ccccc2)CC1 (stereo not given)	0.99	1	4	1	-9

entry	Hsp90 block	AP complement	DUSP1 inh	MMP-13 inhibitor
16	nt	32	7	3
17	-2	7	7	0
18	-2	nt	-17	-3
19	-3	7	-13	-31
20	0	24	11	-1
21	-2	11	26	-24
22	0	7	-7	6
23	1	2	13	-3
24	0	-1	4	-4
25	-4	11	-6	-5
26	-3	11	8	0
27	nt	9	16	nt
28	0	0	3	7
29	-2	9	2	-12
30	0	15	3	-2

Single records, as listed above. Screens in order: Abs 340nm	FXIa inh mix	JNK3 blocker	FXIIa mix inh	Cdc25B block	Hsp90 block	AP complement	DUSP1 inh	MMP-13 inhibitor
Shown for COC(=O)C(Cc1ccc(O)cc1)NC(=O)C(C)Oc1ccccc1 (stereo not given) = 1	6	0	5	-10	0	0	3	7
Shown for CCOc1ccc(C(=O)COC(=O)CC)cc1 = 1	4	nt	12	4	nt	9	16	nt

Continuation:
entry	SMILES	Abs 340nm	FXIa inh mix	JNK3 blocker	FXIIa mix inh	Cdc25B block
31	O=C(NCc1ccco1)c1c2c(nc3ccccc13)CCC2	1	-9	-3	9	2
32	c1ccc2c(c1)CCOC2CNCCCN1CCCCC1 (stereo not given)	1	1	-1	12	-25
33	Cc1n[nH]c(C)c1S(=O)(=O)N1CCN(C(=O)c2ccco2)CC1	0.99	-7	-2	-19	2
34	O=C(C1CCCN(S(=O)(=O)c2cnc[nH]2)C1)N1CC(=O)N(CCc2ccccc2)C(=O)C1 (stereo not given)	1	0	-6	-20	4
35	CCCCNC(=O)CSc1cc(=O)n(C)c2ccccc12	1	0	-7	4	-9
36	Cc1ccc(-n2ncc3c(N4CCN(c5ccccc5)CC4)ncnc32)c(C)c1	1	4	-6	12	14
37	O=C(O)c1ccc2c(c1)C(=O)N(c1cc(C(=O)O)ccc1Br)C2=O	1	12	-7	16	3
38	CC(C)C(=O)Nc1cccc(C(=O)Nc2nccs2)c1	1	1	9	6	2
39	CN1CCN(Cc2cc(=O)oc3ccc(Cl)cc23)CC1	1	1	-1	4	-8
40	CN(CCOC(=O)c1ccc2c(c1)OCCO2)Cc1ccccc1	1	9	4	7	13
41	COc1cc(C)nc(OCCNC(=O)COc2ccc(Cl)cc2Cl)n1	0.97	-3	5	-3	2
42	O=C(Oc1ccccc1OC(=O)N1CCOCC1)N1CCOCC1	1	6	3	-14	12
43	Cc1cn([C@H]2C=C[C@@H](CO)O2)c(=O)[nH]c1=O	1	9	-3	5	-12
44	C=CCN(c1ccc(C(=O)N2CCCC2)cc1)S(C)(=O)=O	1	2	6	12	-5
45	O=C(Nc1ccc2c(c1)OCCO2)c1ccc(NC(=O)C2CCCO2)cc1 (stereo not given)	1	9	nt	2	-1

entry	Hsp90 block	AP complement	DUSP1 inh	MMP-13 inhibitor
31	-6	1	33	-38
32	-9	-14	-21	-4
33	-1	6	-11	-1
34	-2	23	-7	10
35	-3	8	14	-3
36	-3	6	-11	2
37	-5	1	0	-1
38	2	-17	10	-2
39	-2	-4	-10	2
40	4	-11	-55	-2
41	-1	-12	-12	4
42	-1	-1	-7	1
43	-2&-2	14	2	8
44	6	-3	-23	3
45	nt	14	11	5

Going on with the list:
entry	SMILES	Abs 340nm	FXIa inh mix	JNK3 blocker	FXIIa mix inh	Cdc25B block
46	O=C(NCCCCNC(=O)c1ccco1)c1ccco1	0.98	3	4	-1	-2
47	O=C(CCS(=O)(=O)c1cccc2nonc12)N1CCCc2ccccc21	1.1	0	nt	12	-17
48	CCn1cc(C(=O)NCc2cccnc2)c2cc(OC)c(OC)cc2c1=O	1.1	1	nt	8	-1
49	CCN(CC)CCNC(=O)Cn1nc(Cc2ccccc2)c2ccccc2c1=O	1.1	1	6	5	-10
50	CN(Cc1ccccc1)C(=O)CCNS(=O)(=O)c1ccc2c(c1)oc(=O)n2C	1	-6	3	1	-9
51	CCc1ccc(-c2nc(CSCC(=O)N3CCN(c4ncccn4)CC3)c(C)o2)cc1	1	3	0	-2	-5
52	Cc1csc(NC(=O)CCn2c(=O)sc3ccccc32)n1	0.97	1	-1	2	-1
53	CCN(CC)c1ncnc2c1cnn2C	1	4	4	-2	-17
54	CC(C(=O)NCCCN1CCOCC1)n1cccc1C(=O)c1ccccc1 (stereo not given)	0.99	-1	-5	7	3
55	CCCOc1ccc(/C(O)=C2/C(=O)C(=O)N(CCCOC)C2c2cccnc2)cc1 (stereo not given)	1.1	7	0	-1	0
56	CC(=O)c1cc(-c2ccccc2)[nH]c1N1CCOCC1	1.1	3	nt	2	-8
57	NC(=O)c1c(NC(=O)C2CCCO2)sc2c1CCC2 (stereo not given)	1.1	12	31*	8	-3
58	O=C(O)CC(Cc1ccccc1)c1ccc2c(c1)OCO2 (stereo not given)	1	2	-5	12	10
59	CCC1(C)Cc2c(c(=O)n(-c3ccccc3)c3ncnc(N)c23)CO1 (stereo not given)	1.1	3	1	16	-5
60	CCOc1ccc(NC(=O)c2nn(C)cc2Br)cc1	0.99	nt	-2	nt	-4

entry	Hsp90 block	AP complement	DUSP1 inh	MMP-13 inhibitor
46	-3	15	-13	5
47	nt	12	17	0
48	nt	4	6	0
49	0	-5	7	-8
50	-2	10	-1	3
51	-1	13	10	-9
52	2	12	0	2
53	-1	-3	6	0
54	-2	-10	1	4
55	1	11	-12	4
56	-6	14	-4	4
57	-20	13	3	-2
58	-1	5	23	1
59	0	9	-8	-6
60	-2	nt	-14	-7

The list goes on:
entry	SMILES	Abs 340nm	FXIa inh mix	JNK3 blocker	FXIIa mix inh	Cdc25B block
61	Cc1cc(NC(=O)c2cc3n(n2)C(C(F)(F)F)CC(c2ccco2)N3)no1 (stereo not given)	1	5	2	3	10
62	CC(=O)N1CCC(Nc2ccc(C)cc2)CC1	1	-1	0	-17	-10
63	COc1ccc2c(c1)CCc1c(C(=O)N3CCCCCC3)noc1-2	1	3	-1	6	-13
64	CCOC(=O)C1CCN(C(=O)c2cn(-c3ccccc3)nc2-c2cccnc2)CC1	1	6	nt	14	-14
65	Cc1cc(Cl)ccc1OCCCC(=O)NO	1	3	7	14	-8

entry	Hsp90 block	AP complement	DUSP1 inh	MMP-13 inhibitor
61	-2	8	0	-3
62	-5	0	5	7
63	-4	10	-24	0
64	nt	6	-3	11
65	-1	13	-16	0

Compounds as they come (roughly 1.5% active in at least one column).
